Source: PubChem
UDG counter = UDG inhibition counter-screen; FRET deamination/UDG coupled assay, UDG read, 4 h; 91,000 compounds, 0.14% hits; Potency, µM (doses to about 115 µM), for inactives: top-dose activity change, negative = inhibition, usual class: inhibitors; further: nearly all actives have a fitted effect of over 65% in size
AID inh = inhibitors of human activation induced cytidine deaminase; Potency, µM (series often up to 115 µM), for the others: top-dose activity change, negative = inhibition, actives largely listed as inhibitors; AID deamination FRET fluorescence, UDG-coupled, 4 h; Q9GZX7; 91,000 compounds, 0.32% hits; further: nearly all actives have a fitted effect of over 25% in size
Target sequence (Q9GZX7 whole entry, looked up): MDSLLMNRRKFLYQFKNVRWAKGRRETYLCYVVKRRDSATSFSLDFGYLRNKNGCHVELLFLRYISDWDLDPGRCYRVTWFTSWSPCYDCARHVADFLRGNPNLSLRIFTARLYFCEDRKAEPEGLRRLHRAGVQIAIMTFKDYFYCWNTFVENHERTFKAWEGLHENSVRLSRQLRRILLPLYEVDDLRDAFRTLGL
The depositor's hits bear a star; u = inconclusive; & = joins results of further samples; [ ] = remark or other dose. The call rests on the fitted dose curve; in most records, active means well fitted curve in the direction sought with a large enough effect; inconclusive means small, poorly fitted or top-dose-only effect, or another doubt; inactive means no such curve, though single readings can be large; an effect the other way counts as inactive or inconclusive. On the % scale 0 is the no-effect control and ±100 the full control effect; potency means the concentration at half of the fitted maximal effect. Not all compounds are listed; rates above refer to the full screens.

nr	molecule	UDG counter	AID inh
1	Cc1ccccc1NC(=O)c1cn(-c2ccccc2)nc1-c1ccccc1	0%	u
2	CCCCC(=O)N/N=C(/C)c1ccc(NC(=O)c2ccc(Cl)cc2)cc1	4%	1%
3	CS(=O)(=O)N1CCC(N2CCN(Cc3ccccc3)C(=O)C2=O)CC1	11%	1%
4	CN(C)c1nc2c(c(=O)[nH]c(=O)n2C)n1Cc1ccccc1Cl	4%	-14%
5	CS(=O)(=O)NN1C(=O)c2ccccc2NC1c1cccs1 (centres undefined)	31%[activator]	-8%
6	Cc1cc(C(=O)NNC(=S)NC(=O)c2ccccc2)cs1	-1%	-2%
7	CCOC(=O)Cn1cc2c(c1-c1ccc(Cl)cc1)c(=O)n(C)c(=O)n2C	-6%	8%
8	CNC(=O)CN(C)C(=O)c1cccc(C(F)(F)F)c1	6%	-4%
9	CN(C(=O)c1cc(=O)[nH]c2ccccc12)C1CCCC1	-3%	1%
10	O=c1c2oc3ccccc3c2n(Cc2ccccc2Cl)c(=O)n1Cc1ccco1	-6%	2%
11	CC1CCN(S(=O)(=O)c2cn(CC(=O)Nc3ccc(-c4ccno4)cc3)cn2)CC1	1%	1%
12	Cc1ccc(CNC(=O)c2ccc(-c3nc(CS(=O)c4ccccc4)c(C)o3)cc2)cc1 (centres undefined)	-29%	1%
13	Cn1c(CCNC(=O)c2ccco2)nc2cc(NC(=O)COc3ccc(Cl)cc3)ccc21	8%	16%
14	CC(C)(C)c1ccc(O)c(NC(=O)c2n[nH]c(=O)c3ccccc23)c1	-4%	-1%
15	Cc1cccc(-c2nc(SCC(=O)NCc3ccco3)c3c(=O)n(C)c(=O)n(C)c3n2)c1	8%	7%
16	CC(=O)Nc1ccc(NC(=O)CC2C(=O)NCCN2C(=O)CN2CCN(c3ncccn3)CC2)cc1 (centres undefined)	-4%	1%
17	COc1ccc(-c2ccc(CCC(=O)Nc3cc(Cl)ccc3OC)o2)cc1	3%	-19%
18	C=CCn1c(Br)nc2c1c(=O)n(C)c(=O)n2C	11%	-4%
19	Cc1ccc(-n2ncc(C(=O)Nc3ccc(C)c(F)c3)c2C2CCN(C(=O)OC(C)(C)C)CC2)cc1C	42%[activator]	-13%
20	CCCNC(=O)c1cc2nc(-c3ccc(Br)cc3)cc(C(F)(F)F)n2n1	5%	12%
21	CC(C)CNC(=O)CNC(=O)CC1CCCCC1	5%	3%
22	O=C(Nc1cn[nH]c1)C1CCCN(c2ncccc2C(F)(F)F)C1 (centres undefined)	-6%	2%
23	N#Cc1ccccc1Cn1c(=O)n(-c2ccc(F)c(Cl)c2)c(=O)c2sccc21	-6%	0%
24	CC(C)(C)NC(=O)NC(=O)COc1ccccc1C#N	2%	1%
25	CCCCNC(=O)Cc1c(C)nc2nc(N)nn2c1C	0%	1%
26	Cc1nc2nc[nH]n2c(=O)c1NS(=O)(=O)c1ccc(Br)cc1	-2%	0%
27	CCN(CC)S(=O)(=O)c1ccc(C)c(NC(=O)C2CCCN(C(=O)c3ccc(Cl)cc3)C2)c1 (centres undefined)	-9%	-17%
28	Fc1ccc(N/N=C/c2ccc(Cl)c(Cl)c2)c(F)c1	-7%	-8%
29	Clc1ccc2c(c1)-n1cc(-c3ccccc3)nc1CO2	-7%	-11%
30	Cc1nc2cc(NC(C)C(=O)Nc3ccccc3C(C)C)ccc2o1 (centres undefined)	5%	0%
31	N#Cc1ccccc1N=Cc1cccc(Cl)c1	-5%	-3%
32	Cc1nn(CC(=O)Nc2ccc(C(C)C)cc2)c(=O)c2cccn12	-4%	-7%
33	Cc1nn(-c2ccc(N3CCCCC3)nn2)c(C)c1CCC(=O)NCc1ccccc1F	3%[57.5 µM]	7%
34	Cc1ccc(-c2nc3ccccc3s2)cc1S(=O)(=O)N1CCOCC1	u	-9%
35	Cc1noc2ncnc(NCc3ccc(Cl)cc3)c12	-2%	-5%
36	Cc1ccc(Cn2c(Cc3ccccc3)nc3ccccc32)cc1	u	u
37	C#CCOC(=O)c1cccc(CS(=O)(=O)c2ccccc2)c1	-7%	-5%
38	O=C(Nc1ccccc1)N1CCN(c2cnccn2)CC1	0%	7%
39	Cc1nc(N2CCCC2)ncc1C(=O)NCc1ccc(F)cc1	-28%	3%
40	CCN(CC)C(=O)Cn1cc(SCC(=O)Nc2ccccc2F)c2ccccc21	12%	15%
41	N#CC(C(=O)Nc1ccccc1Cl)C(=O)c1ccc(F)cc1 (centres undefined)	3%	-3%
42	CCOc1ccccc1CNC(=O)CCc1cn(Cc2ccc(Cl)cc2)c2ccccc12	5%	8%
43	C#CCN1C(C)=C(C(=O)OC)C(c2cccc([N+](=O)[O-])c2)C(C(=O)OCC)=C1C (centres undefined)	-12%	u
44	COc1ccc(CNc2ncnc3c2nc2n3CCCC2)cc1	3%	31%[activator]
45	Cc1ccc(C)c(NC(=O)Cn2c(=O)n(CCC(=O)NCc3ccc4c(c3)OCO4)c(=O)c3ccccc32)c1	2%	28%
46	Cc1ccc(C)c(NC(=O)CN(C)C(=O)c2cc3ccccc3oc2=O)c1	-7%	-13%
47	Cc1ccc(Oc2nc3c(c(=O)n(Cc4ccccc4F)c(=O)n3C)n2C)cc1	-1%	-7%
48	O=C(O)CSCc1cccnc1	1%	-2%

Shown field by field: part of the list above.
38	O=C(Nc1ccccc1)N1CCN(c2cnccn2)CC1
  UDG counter = 0% | AID inh = 7%
39	Cc1nc(N2CCCC2)ncc1C(=O)NCc1ccc(F)cc1
  UDG counter = -28% | AID inh = 3%
40	CCN(CC)C(=O)Cn1cc(SCC(=O)Nc2ccccc2F)c2ccccc21
  UDG counter = 12% | AID inh = 15%
41	N#CC(C(=O)Nc1ccccc1Cl)C(=O)c1ccc(F)cc1 (centres undefined)
  UDG counter = 3% | AID inh = -3%

Going on with the list:
nr	molecule	UDG counter	AID inh
49	O=C(Cn1cc(S(=O)(=O)c2ccccc2)c(=O)c2cc(Cl)ccc21)Nc1ccc2c(c1)OCO2	2%	21%
50	CCOC(=O)c1c(C)[nH]c(C)c1C(=O)CSc1ncnc2sc3c(c12)CCC3	-17%	-30%
51	Cc1ccc(NC(=O)Cn2c(=O)n(Cc3nc(C)no3)c(=O)c3ccccc32)c(Cl)c1	15%	-15%
52	CC(=O)NNC(=S)Nc1cc(Cl)cc(Cl)c1	1%	-5%
53	CCc1ccc(Sc2cc(C(=O)NC3CCCC3)c3ccccc3n2)cc1	2%	7%
54	O=C(CCC1CCCC1)NCCc1cccnc1	-8%	-10%
55	CS(=O)(=O)c1ccc(C(=O)N(Cc2ccco2)Cc2cccs2)cc1	39%[activator]	-7%
56	COc1ccc(C2=NS(=O)(=O)N(C)C(C(=O)Nc3ccc(OC(F)(F)F)cc3)=C2)cc1	-8%	15%
57	Cc1cccc(NC(=O)C2CCCN(c3nnc(-n4c(C)ccc4C)s3)C2)c1C (centres undefined)	-14%	-8%
58	Cc1ccc2nc3c(c(Nc4ccc(C)c(C)c4)c2c1)CCC3	u	-19%
59	CCOc1ccc(CNC(=O)C2CCN(c3nn4c(=O)cc(C)nc4s3)CC2)cc1	0%	-7%
60	CN(C)S(=O)(=O)c1ccc2c(c1)N(CC(=O)NCc1cccc(Br)c1)C(=O)CS2	-8%	-19%
61	CCc1ccc(CN(C)CC(=O)N(C)c2c(N)n(Cc3ccccc3)c(=O)[nH]c2=O)cc1	5%	4%
62	COc1ccccc1NC(=O)c1sc2nc3c(cc2c1N)CCCCCC3	0%	0%
63	CCc1nn(CC(=O)N2CCN(c3cc(C)ccc3C)CC2)c(=O)c2cc3occc3n12	-7%	20%
64	CCOC(=O)c1[nH]c2ccccc2c1NC(=O)c1ccccc1OC	-8%	5%
65	COc1cccc(Oc2cnc(N)nc2-c2ccc(OC)cc2O)c1	-12%	-14%
66	Cc1ccc(S(=O)(=O)c2cn(Cc3ccccc3)c3cc(N4CCCC4)c(F)cc3c2=O)cc1	u	u
67	CCc1ccc(-n2nc3ccc(NC(=O)COc4ccc(OC)cc4)cc3n2)cc1	-11%	34%[activator]
68	CCOC(=O)NC1CCCN(CC=C(C)C)C1 (centres undefined)	12%	5%
69	CC#CC[N+](C)(CC#CC)CC(=O)c1ccccc1	-5%	12%
70	Cc1ccc(Cc2cn3cc(-c4ccc(F)cc4)nc3s2)cc1	-1%	24%
71	Cc1nc(SCc2ccccc2Cl)c(C#N)c(C)c1C	-7%	-8%
72	O=c1ccc2ccc(O)c(O)c2o1	-4%	-4%
73	Cc1cccn2c(=O)c(/C=C(\C#N)c3nc4ccccc4s3)c(Oc3ccc(Br)cc3)nc12	7%	143%
74	Cc1cccc(C)c1NC(=O)Cn1cc(C(=O)c2ccco2)c2ccccc21	-1%	-11%
75	CCc1ccc(NC(=O)CSc2nc(=O)n(Cc3cccnc3)c3c2CCC3)cc1	-28%	-9%
76	CC1(C)CC(=O)C2=C(C1)NC(=O)CC2c1ccccc1C(F)(F)F (centres undefined)	-5%	-15%
77	COc1ccccc1NC(=O)Cn1c(=O)n(-c2ccc(C)cc2)c(=O)c2c1cnn2C	1%	24%
78	Cc1cccc(Cn2cccc2CNS(=O)(=O)c2ccc(C)c(C)c2)c1	-29%	-29%
79	Cc1cccc(-c2nnc(SCc3cc(=O)c4cccc(Cl)c4[nH]3)n2C)c1	-13%[57.5 µM]	-20%
80	CC(C)CCNC(=O)c1ccc2c(c1)N(Cc1ccccc1F)C(=O)c1ccccc1S2(=O)=O	-19%	u
81	CC1CCc2sc(C(=O)OCC(=O)N3CCC(c4ccccc4)=N3)cc2C1 (centres undefined)	3%	1%
82	COc1cccc(-c2nc(CS(=O)(=O)CC(=O)Nc3c(C)cc(C)cc3C)c(C)o2)c1	u	-16%
83	COC(=O)c1cc2sc(Cl)cc2n1Cc1nc(-c2ccccc2C)oc1C	-2%	-1%
84	Cc1cc(NC(=O)c2cc(F)ccc2Br)n(CCC#N)n1	6%	-6%
85	COc1cc(/C=C(/C#N)C(=O)c2cccc(C)c2)cc(Cl)c1O	-9%	-7%
86	Cc1ccc(NC(=O)CCn2cnc3onc(-c4ccc(F)cc4)c3c2=O)c(Br)c1	13%	7%
87	Fc1ccccc1COc1ccc(-c2nnco2)cc1	-4%	-7%
88	CC(C#N)CN(C)C(=O)/C=C/c1ccsc1 (centres undefined)	1%	-2%
89	CCc1ccccc1NC(=O)N1CCN(c2cc(-c3noc(C)n3)ccc2C)CC1	-8%	10%
90	COc1ccc(NC(=O)CCCc2nc(-c3ccco3)no2)c(OC)c1	-3%	18%
91	Cc1ccc(SCc2nc(-c3ccc(C(=O)NCCc4ccc(Cl)cc4)cc3)oc2C)cc1	-7%[57.5 µM]	-4%[57.5 µM]
92	Cc1ccc2c(-c3cc4ccccc4o3)cc(=O)oc2c1C	6%	-2%
93	CC1=C(C(=O)Nc2ccccc2)C(c2ccc(O)cc2)n2nc(SCc3ccccc3)nc2N1 (centres undefined)	9%	18%
94	O=C(COC(=O)c1ccccc1C(=O)c1ccc(Cl)c([N+](=O)[O-])c1)NC12CC3CC(CC(C3)C1)C2	-10%	-14%
95	Cc1cccc(-c2nc(CSc3nncn4c3cc3sccc34)c(C)o2)c1	1%	1%
96	N#Cc1ccccc1Cn1c(=O)n(CCCC(=O)NCc2ccccc2Cl)c(=O)c2ccccc21	-1%	3%
97	Cc1cc2ccccc2n1CCNC(=O)c1ccccc1F	-2%	-4%
98	COC(=O)c1ccc(Cn2c(SCc3ccc(F)cc3)nc3ccncc32)cc1	12%	u
99	Cc1cccc(-n2c(=O)c3c4c(sc3n3cnnc23)CCCC4)c1	-6%&4%	-12%&0%
100	Cn1cc(S(=O)(=O)c2ccc(Cl)cc2)c(=O)c2cc(F)c(N3CCCCCC3)cc21	-18%	u
101	CCCC[N+](CCCC)(CCCC)CCCC	2%	0%
102	CN1CCN(c2oc(/C=C/c3ccc(F)cc3)nc2C#N)CC1	-1%	1%
103	Cc1c(C(=O)NCc2ccccc2Br)oc2c1-c1[nH]ncc1CC2	0%[57.5 µM]	44%[activator]
104	Cc1ccc(-n2nnc(-c3nc(-c4cccs4)no3)c2N)cc1C	1%	7%
105	CCOC(=O)C(C(=O)O)C1CCCCC1 (centres undefined)	-5%	1%
106	CCCOC(=O)c1ccc(Cn2nnc3sc4c(c3c2=O)CCC(C)C4)cc1 (centres undefined)	15%	22%
107	COc1cccc(C(=O)Nc2sc3c(c2C(N)=O)CCC(C)C3)c1OC(F)F (centres undefined)	-1%	13%
108	Cc1cc(C)c(/C=N/NC(=O)C(c2ccccc2)c2ccccc2)c(C)c1	-1%	-8%

Next section
nr	molecule	UDG counter	AID inh
109	CC1CCN(S(=O)(=O)c2ccc3c(c2)N(CC(=O)NC(C)(C)C)C(=O)CS3)CC1	-6%	12%
110	Cc1ccccc1-c1noc(-c2cc3ccccc3oc2=O)n1	9%	-8%
111	NCCCS(N)(=O)=O	2%	2%
112	CC(NS(=O)(=O)c1ccc(C#N)cc1)c1cccs1 (centres undefined)	2%	7%
113	Cc1ccc2c(c1)SC(C(=O)O)C2 (centres undefined)	-4%	2%
114	COc1ccc(N2CCN(S(=O)(=O)c3cc(Br)cc4c3N(C(=O)C3CC3)CC4)CC2)cc1	-23%	-1%
115	COc1ccc(CCNC(=O)c2cc(=O)c3cc(C)cc(C)c3o2)cc1OC	-1%[57.5 µM]	8%[57.5 µM]
